# HIF activator – HIF pathway transcriptional activation; U2OS HRE-luciferase reporter, luminescence; normalized: DMSO 0%, desferrioxamine 100%; activation, % at 7.5 µM (by protocol); 300,000 compounds, 0.32% hits; AID 1910;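 active means mean activation of at least 10% of the iron chelator positive control signal, with at least half of replicates also reaching 10%; inconclusive means mean and replicate majority disagree about reaching 10%; inactive means mean and most replicates under 10%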
# Platelet DG rel – modulates dense granule release in human platelets. 300,000 compounds, 0.22% hits. inhibition, %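 (compounds screened at 7.5 µM in platelet-rich plasma)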. human platelet-rich plasma, SFLLRN dense granule ATP release, luminescence;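 active means mean replicate score, as percent of positive control, at or above 50; inconclusive means mean below 50 but at least one replicate at or above 50; inactive means mean and every replicate below 50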
# AI-2 QS mod – modulates the Vibrio harveyi AI-2 quorum sensing system | activity change, % at 7.5 µM | Vibrio harveyi JMH597 AI-2 luminescence/OD600 ratio, 9 h; stronger effect = lower value; strain lacks LuxN and CqsS sensors; 0 = neutral-control median | 300,000 compounds, 0.4% hits; in the data active means activity change below about -75%, passing the limit was not always enough; inconclusive means no clear call, values can overlap the other calls;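 further: luminescence divided by OD600 gain over 9 h not by final OD600 alone; inactives centre near 13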
# aSyn UTR inh – MLPCN primary screen, SNCA 5' untranslated region | 300,000 compounds, 0.82% hits | AID 1813 | alpha-synuclein 5'UTR reporter, inhibitor activity | inhibition, % (tested at 7.5 µM); in the data active means inhibition above about 60%; inconclusive means no clear call, values can overlap the other calls;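 further: H4 neuroglioblastoma cells stably carrying SNCA 5'UTR luciferase fusion; 0% = DMSO wells and 100% = positive control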
# IEC-6 tox – IEC-6 cytotoxicity, counter-screen for KLF5 inhibitors; luminescence viability; inhibition, % at 5 µM; 290,000 compounds, 0.78% hits; AID 1825; in the data active means inhibition above about 22%;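 further: 0% = plate median of test compound wells and 100% = cytotoxic reference compound wells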
# HSF1 inhib – HSF1 inhibition; NIH3T3-HGL HSE-luciferase, MG132-induced, luminescence 8 h; stronger effect = lower value; AID 2098; 300,000 compounds, 0.77% hits; activity change, negative = inhibition, % at 7.5 µM (by protocol);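 active means more than half of replicate wells show activity change below -50%, luminescence cut by over half; inconclusive means some wells, but at most half, below -50%; inactive means no replicate well below -50%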;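 further: luciferase reports HSF-1 transcriptional activity via heat shock element; 0% = median of DMSO wells and -100% = zero luminescence signal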
# HSP90 refold inh – blocks HSP90-mediated luciferase refolding in reticulocyte lysate; inhibition, % at 5.6 µM; Rabbit reticulocyte lysate, luciferase refolding luminescence, 3 h; 290,000 compounds, 0.91% hits;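 active means inhibition above the screen-wide mean plus 3 SD, computed separately per campaign, cut at about 16% in these data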;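 further: 0% = DMSO wells and 100% = 60 µM geldanamycin wells; inhibitors lower the luminescence because luciferase stays unfolded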
# SKKanGAS inh – blocks kanamycin growth of S. pyogenes SKKanGAS strain; BacTiter-Glo, 6 h; inhibition, % at 7.5 µM; 300,000 compounds, 1.3% hits;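 active means mean replicate score, as percent of positive control median, at least 50; inconclusive means mean below 50 but one replicate at or above 50; inactive means mean and every replicate below 50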;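 further: strain carries kanamycin resistance gene driven by streptokinase promoter and grows in 40 µg/ml kanamycin; loss of luminescence reflects streptokinase promoter inhibition or plain growth inhibition; 0% = median of DMSO wells and 100% = positive control at its reference dose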
# HSF-1 act – increases HSF-1 driven luciferase reporter signal. 300,000 compounds, 1.7% hits. AID 504408. activation, % at 9 µM. NIH3T3-HGL HSF-1 luciferase reporter, MG132, 8 h; 100% = twice DMSO control signal;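 active means mean replicate activation of at least 50% with a set share of replicates each reaching 50%; inconclusive means only one of those two conditions met; inactive means mean below 50% and too few replicates reaching it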;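 further: 0% = median of the neutral control wells and 100% = twice that signal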
# KLF5 inhibitor – inhibitors of KLF5 expression; 290,000 compounds, 0.23% hits; DLD-1 KLF5 promoter-luciferase reporter, luminescence; inhibition, % at 5 µM; AID 1700;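 active means inhibition above a per-plate limit of that plate's mean compound inhibition plus 3 SD, cut at about 60% in these data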;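 further: 0% = DMSO wells and 100% = LY294002 at 200 µM; higher means less KLF5 promoter-driven luciferase light; inactives centre near -14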
# * marks the source's active call; other numbers are inactive results; ? = inconclusive; / = no result given.
nr	structure	HIF activator	Platelet DG rel	AI-2 QS mod	aSyn UTR inh	IEC-6 tox	HSF1 inhib	HSP90 refold inh	SKKanGAS inh	HSF-1 act	KLF5 inhibitor
1	O=C1c2[nH]nc(-c3ccccc3O)c2C(c2cccc(Cl)c2)N1Cc1ccco1 (stereo unspecified)	0.4	9	47	9	-2	22	1	50*	31	-10
2	COc1ccc(OC)c(NS(=O)(=O)Cc2ccccc2)c1	0.3	-7	16	10	-4	-9	5	2	26	6
3	Cc1ccc(NC2CCCCC2NS(=O)(=O)c2ccccc2)c(C)c1 (stereo unspecified)	0.0	-1	-2	11	-1	1	-1	0	11	-25
4	CCOCCOC(=O)C1=C(C)N(C)C(=O)NC1c1cc(Cl)c(O)c(OC)c1 (stereo unspecified)	-0.1	-2	16	5	0	11	4	1	17	32
5	CCCN(CCC)c1ccc(C(O)c2nnc(-c3ccccc3)o2)cc1 (stereo unspecified)	0.5	-5	12	-26	4	5	2	4	-13	-55
6	CCN1C(=O)C(C(=O)Nc2ccc(OC)cc2)C2CC1(C)Oc1ccccc12 (stereo unspecified)	1.3	10	1	-54	0	7	-1	0	17	-54
7	CCCCNC(=O)c1nn(-c2ccccc2OC)c(=O)c2ccccc12	-0.2	6	22	-5	2	5	1	-5	23	-9
8	O=C(Nc1ccc(OC(F)(F)F)cc1)c1ccc(S(=O)(=O)N2CCOCC2)o1	/	/	30	/	1	/	3	-2	/	-12
9	CC(C)(C)n1nc2c(c1NC(=O)COc1ccc3ccccc3c1)CS(=O)C2 (stereo unspecified)	-0.6	25	3	16	-4	-4	1	-5	5	-10
10	Cc1oc(-c2ccccc2Cl)nc1CN1CCCN(C(=O)c2ccco2)CC1	0.1	-1	11	-4	4	12	-3	4	37	0
11	CC(=O)CCc1oc2c([N+](=O)[O-])cccc2c1-c1ccc(C)o1	0.1	2	17	-20	4	-10	5	-1	-4	1
12	CCOC(=O)c1c(NC(=S)NC(C)=O)sc(C)c1C	-0.1	3	11	1	-2	-2	3	-5	-7	2
13	CCOc1cc(C(=O)Nc2c(C)ccc3nsnc23)cc(OCC)c1OCC	0.5	1	17	0	-4	1	1	3	1	-9
14	Cc1ccc(-c2csc(-c3c[nH]c4ccccc34)n2)cc1	2.7	7	47	-164	1	44	-5	25	62*	-158
15	CC(C)(C)C(=O)CNCC(=O)C(C)(C)C	0.0	0	17	-20	-1	-1	-5	-3	-13	-25
16	N#CC12CCCCC1CC1CCCCC1(C#N)N2Cc1ccccn1 (stereo unspecified)	-0.3	-2	41	4	-5	-5	0	7	0	-19
17	CC1CN(C(=O)c2cc3ccccc3cc2O)CC(C)O1 (stereo unspecified)	-0.2	-7	29	4	/	3	/	-9	4	/
18	c1cncc(Nc2nc(-c3ccncc3)cs2)c1	0.0	13	8	-20	-9	-2	3	-3	-4	7
19	COc1ccc(N2CCN(CCCNC(=O)C(=O)c3c[nH]c4ccccc34)CC2)cc1	0.2	-2	11	30	-8	-2	0	-9	5	-12
20	Cc1cc2nc(C(F)(F)F)[nH]c(=O)n2n1	1.0	3	11	-6	-6	0	2	/	-8	-10

# The closing two compounds of the part above lead into the next.
nr	structure	HIF activator	Platelet DG rel	AI-2 QS mod	aSyn UTR inh	IEC-6 tox	HSF1 inhib	HSP90 refold inh	SKKanGAS inh	HSF-1 act	KLF5 inhibitor
19	COc1ccc(N2CCN(CCCNC(=O)C(=O)c3c[nH]c4ccccc34)CC2)cc1	0.2	-2	11	30	-8	-2	0	-9	5	-12
20	Cc1cc2nc(C(F)(F)F)[nH]c(=O)n2n1	1.0	3	11	-6	-6	0	2	/	-8	-10
21	CCN(CC)CCN(C(=O)c1ccc2c(c1)CCCC2)c1nc2c(C)cccc2s1	1.2	1	5	20	5	-4	4	5	9	-19
22	CN(Cc1ccccc1)C(=O)CCS(=O)(=O)c1ccc2c(c1)n(C)c(=O)c(=O)n2C	/	-7	21	-15	-6	?	-5	-4	-63	-10
23	Cn1cnnc1SCc1ccc(-c2ccc(Br)cc2)o1	1.4	-2	30	-72	-3	5	5	-4	-2	-14
24	CCc1cc(=O)oc2cc(C)cc(OCC(=O)NCc3cccnc3)c12	0.0	?	25	-5	6	4	1	5	13	-37
25	COc1ccc(-c2nc(N)n(C(=O)Cc3ccccc3)n2)cc1	-0.6	-6	/	-10	3	-5	3	19	-11	-6
26	CCOc1ccc(Br)cc1C(=O)N/N=C/c1ccccn1	-0.1	3	23	-14	5	-3	3	-6	19	5
27	COc1ccc(C(c2nnnn2Cc2ccc(F)cc2)N2CCN(c3ccccc3)CC2)cc1 (stereo unspecified)	-0.8	1	21	25	-10	5	-1	11	5	11
28	O=C(CCN1CCCO1)N1CCCC(N2CCN(c3cccc(C(F)(F)F)c3)CC2)C1 (stereo unspecified)	0.6	-9	15	14	1	0	-2	-3	4	-22
29	COc1ccc(OC)c(S(=O)(=O)NCc2cc(-c3ccccc3)no2)c1	0.8	-9	18	1	2	1	-3	-1	9	-13
30	Cc1cc(C)c(S(=O)(=O)c2ccccc2)c(N2CCOCC2)n1	-0.4	1	11	0	0	0	-2	9	-10	-52
31	Cc1cn(-c2cc(C(=O)Nc3ccc(C)c(NC(=O)N4CCNC4=O)c3)cc(C(F)(F)F)c2)cn1	0.4	-14	6	54	/	-21	/	4	-30	/
32	COc1ccc(CNC(=O)COc2ccc(C(=O)c3ccc(F)cc3)cc2)cc1	2.3	-15	46	-13	6	-4	4	-1	-2	-2
33	COC(=O)c1ccc(NC(=S)N2CCN(Cc3ccc(Cl)cc3)CC2)cc1	0.0	1	9	2	-2	0	-2	8	9	-17
34	COc1ccc(NC2CCCN(C(=O)c3cccnc3SC)C2)cc1OC (stereo unspecified)	-0.1	33	36	17	11	17	2	9	27	1
35	Cc1c(C(=O)NCc2ccccn2)sc2nc(-c3ccccc3)cn12	1.7	-2	15	-39	7	5	-5	-2	5	16
36	COc1ccc(Cn2cc([N+](=O)[O-])nc2C)cc1[N+](=O)[O-]	-0.3	-42	8	-19	-5	-8	-3	6	-14	-19
37	CN(C)c1ccc(C(=O)NCC2CCCO2)cc1 (stereo unspecified)	1.2	0	16	-107	-1	4	-3	2	11	-104
38	COc1ccccc1C1CCN(C(=O)C2CCCCC2)CC1	0.2	-8	4	15	5	5	-4	0	4	-48
39	Cc1ccc(C(=O)NCC(=O)NNC(=O)CN(C)S(=O)(=O)c2ccc(Cl)cc2)s1	-1.8	1	-1	13	/	0	/	-10	-3	/
40	Cc1sc2nc(SCC(=O)N3CCOCC3)[nH]c(=O)c2c1-c1ccccc1	-1.7	6	17	-10	-13	-4	-1	36	-4	-29

# Ordered by value in KLF5 inhibitor (highest first): 5 of the compounds above
entry	compound	KLF5 inhibitor
34	COc1ccc(NC2CCCN(C(=O)c3cccnc3SC)C2)cc1OC (stereo unspecified)	1
22	CN(Cc1ccccc1)C(=O)CCS(=O)(=O)c1ccc2c(c1)n(C)c(=O)c(=O)n2C	-10
29	COc1ccc(OC)c(S(=O)(=O)NCc2cc(-c3ccccc3)no2)c1	-13
15	CC(C)(C)C(=O)CNCC(=O)C(C)(C)C	-25
37	CN(C)c1ccc(C(=O)NCC2CCCO2)cc1 (stereo unspecified)	-104

# Other results follow:
nr	structure	HIF activator	Platelet DG rel	AI-2 QS mod	aSyn UTR inh	IEC-6 tox	HSF1 inhib	HSP90 refold inh	SKKanGAS inh	HSF-1 act	KLF5 inhibitor
41	Cc1ccccc1-c1nc(CN(C)C(C)c2ccon2)c(C)o1 (stereo unspecified)	0.0	-1	5	-23	0	0	-1	0	-7	-3
42	Cc1ccccc1CNC(=O)C1CCCN(c2cnccn2)C1 (stereo unspecified)	-0.1	-6	-1	-9	2	1	-1	-4	-14	1
43	CN(C)C(=O)C#Cc1ccccc1	-0.4	2	-45	-30	0	-7	1	-5	-6	-1
44	COc1cc2c(cc1OC)-c1cc(Nc3ccccc3Br)nc(=O)n1CC2	3.1	94*	31	58	-7	-6	-1	5	9	-39
45	CC(=O)NCCn1c(SCC(=O)c2ccc(Cl)cc2)nc2ccccc2c1=O	-0.3	-3	-8	-10	5	-2	5	-16	19	-37
46	COc1ccc(N(C(=O)c2ccco2)C(C(=O)NC2CCCC2)c2ccncc2)cc1OC (stereo unspecified)	-0.6	-5	17	16	-4	-3	-2	1	18	-21
47	Cc1ccc(S(=O)(=O)NCC(=O)NC2CC2)cc1	-0.5	-16	9	-9	-3	3	2	-1	-10	-62
48	O=C(Nc1ccccc1N1CCN(C(=O)c2ccccc2)CC1)c1ccc(Br)o1	0.6	1	23	11	-6	8	2	17	29	-13
49	O=C(Cc1ccccc1)Nc1ccc(N2CCN(Cc3ccccc3F)CC2)cc1	-0.2	3	-2	-14	2	-2	3	7	-3	-15
50	COc1ccc(S(=O)(=O)N(C)Cc2cccs2)cc1Br	-0.1	2	1	24	-1	-3	2	16	-3	-21
51	CC(Oc1ccccc1Cl)C(=O)Nc1ccccc1C(=O)N1CCOCC1 (stereo unspecified)	-0.8	-2	8	-1	-3	1	-3	-2	-7	-14
52	NNC(=O)c1oc2nc(-c3ccccc3)cc(-c3ccccc3)c2c1N	-2.8	-4	8	5	-3	0	6	27	1	-14
53	COCCNC(=O)CSC1=N/C(=C/c2ccc(Cl)c(Cl)c2)C(=O)N1c1ccccc1F	0.2	-6	18	-10	3	-61*	3	2	-69	-19
54	O=C(NC(=S)Nc1ccccc1N1CCCC1)c1ccccc1[N+](=O)[O-]	-0.3	8	25	15	10	2	4	6	19	9
55	Cc1cc(C(=O)Nc2ccc(C)c(C)c2)n(-c2ccccc2)n1	1.9	-5	8	-30	3	17	-5	3	19	-21
56	O=C(NCC(=O)N1CCC2(CC1)NCCc1[nH]cnc12)c1ccc2ccccc2c1	0.2	-6	17	7	-6	-1	2	-4	-4	-23
57	CC(C(=O)Nc1ccccc1Cl)N(c1ccccc1)S(C)(=O)=O (stereo unspecified)	-0.2	-4	-5	0	0	1	-3	-1	21	-31
58	CCCCC(=O)Nc1cc(C)c(NC(=O)c2cccs2)cn1	-0.6	27	4	23	-1	-3	2	-2	-27	-16

# Just aSyn UTR inh, for 3 of the compounds above:
no. | mol | aSyn UTR inh
46 | COc1ccc(N(C(=O)c2ccco2)C(C(=O)NC2CCCC2)c2ccncc2)cc1OC (stereo unspecified) | 16
47 | Cc1ccc(S(=O)(=O)NCC(=O)NC2CC2)cc1 | -9
48 | O=C(Nc1ccccc1N1CCN(C(=O)c2ccccc2)CC1)c1ccc(Br)o1 | 11

# From PubChem BioAssay
